OPRM1-OPRD1 ag: agonists of human mu-delta opioid receptor heterodimerization; P35372+P41143; cells, OPRM1-OPRD1 heterodimerization, luminescence; activation, % at 9.3 µM; hit rate 0.3% among 340,000; in the data active means activation above about 18%;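 further: 0% = vehicle-treated cells and 100% = reference agonist; values of inactives mirror those of a sister screen read the other way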
phage Ecoli inh: E. coli growth loss with phage present; growth absorbance; inhibition, % at 11.9 µM; hit rate 0.26% among 360,000; in the data active means inhibition above about 11%
PfHsp90 set2: reduces growth (ATP signal) of yeast expressing P. falciparum Hsp90. AID 504621. hit rate 0.32% among 310,000. S. cerevisiae expressing PfHsp90, BacTiter-Glo ATP, 48 h; yeast lacking PDR1 and PDR3 efflux regulators. inhibition, % at 9.4 µM;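 active means every replicate shows inhibition above about 80%, whatever the replicate mean, limit read from the data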;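 further: 0% = DMSO neutral controls and 100% = 20 µM radicicol positive controls; yeast relying on Plasmodium falciparum Hsp90 in place of its own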
Ecoli viability: reduces bacterial viability in AddAB counter-screen. AID 449728. inhibition, % at 11.9 µM. hit rate 0.27% among 330,000. E. coli V3065 growth, OD600 absorbance, 18 h;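 active means inhibition above the campaign's mean inhibition across all tested compounds plus 3 SD, cut at about 9.9% in these data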;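 further: uninfected addAB+ strain grown without phage in ampicillin broth; 0% = DMSO wells and 100% = ciprofloxacin 0.95 µg/ml wells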
PKA-R1A activ: PKA-R1A complex activation | PKA-R1A dissociation, Cy5-IP20 fluorescence polarization; scaled: DMSO 0%, 113 µM cGMP 100% | activation, % at 11.4 µM | hit rate 0.083% among 340,000 | AID 504707;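 active means percent activation above the mean of all tested compounds plus 3 SD, cut at about 19% in these data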;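 further: higher means more PKAc released from R1A so a rise in polarization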
Arr AP2 block: blocks beta-arrestin peptide binding to AP2 adaptin; FITC-arrestin peptide / GST-AP2 beads, flow cytometry; AP2 beta2 appendage carries R879A mutation; inhibition, % at 10 µM; hit rate 0.31% among 340,000;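 active means inhibition above a set limit, near 3 SD of compounds lacking own fluorescence, cut at about 54% in these data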;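 further: plate controls were DMSO wells for no effect and 5 µM unlabelled arrestin peptide for full effect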
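system = GST-tagged AP2 beta2-adaptin appendage (R879A) on 4 µm glutathione beads | reagent = FITC-labelled arrestin peptide probe, 50 nM final | schedule = compound with beads 12 min RT, then probe 1 h RT | signal = HyperCyt-sampled flow cytometry, FL1 channel, ex 488/em 535 nm | read-out = percent response from loss of bead-bound FITC fluorescence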
SUMO Mot1 rescue: inhibitors of SUMOylation pathway: yeast Mot1-301 growth rescue | S. cerevisiae Mot1-301 growth rescue, ATP luminescence, 38.5C; percent above DMSO median, 100 means doubled | AID 2716 | hit rate 1% among 320,000 | growth rescue, % at 18.8 µM;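 active means every valid replicate shows activation above 250% relative to neutral control wells; inactive means the rest, any valid replicate at or below 250%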;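 further: OY570 slx delta 5 strain wells were the positive control but not used for scaling; some compounds called inactive have numbers as strong as hits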
Tat transport: blocks Tat-dependent protein export in E. coli; hit rate 0.036% among 340,000; inhibition, % at 10 µM; E. coli MC4100 TorA-mCherry Tat export, fluorescence;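 active means mean replicate inhibition at least 50% and at least half of replicates individually reaching 50%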;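 further: exported cargo escapes ClpAP degradation while cytoplasmic cargo is degraded and loses fluorescence; 0% = median of neutral control wells and 100% = median of NaSCN control wells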
OPRM1-OPRD1 inv: inverse agonists of human mu-delta opioid receptor heterodimerization | cell-based MOR-DOR heterodimer luminescence, inverse agonism | inhibition, % at 9.3 µM | hit rate 0.21% among 340,000; in the data active means inhibition above about 22%, passing the limit was not always enough;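 further: 0% = cells with DMSO and 100% = wells without cells with DMSO; values of inactives mirror those of a sister screen read the other way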
Pemphigus Ab inh: inhibitors of pemphigus antibody binding to human desmoglein-3 | P32926 | DSG3-coupled beads, scFv-anti-DSG3-GFP binding, flow cytometry; active compounds read low | binding (percent of control), % at 10 µM | hit rate 0.48% among 310,000 | AID 588358;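 active means binding more than 3 SD below its plate's average and above zero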;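 further: hits lower antibody fragment binding to DSG3; some compounds called inactive have numbers as strong as hits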
Target sequence (P32926 whole entry, looked up, the tested form may be a part): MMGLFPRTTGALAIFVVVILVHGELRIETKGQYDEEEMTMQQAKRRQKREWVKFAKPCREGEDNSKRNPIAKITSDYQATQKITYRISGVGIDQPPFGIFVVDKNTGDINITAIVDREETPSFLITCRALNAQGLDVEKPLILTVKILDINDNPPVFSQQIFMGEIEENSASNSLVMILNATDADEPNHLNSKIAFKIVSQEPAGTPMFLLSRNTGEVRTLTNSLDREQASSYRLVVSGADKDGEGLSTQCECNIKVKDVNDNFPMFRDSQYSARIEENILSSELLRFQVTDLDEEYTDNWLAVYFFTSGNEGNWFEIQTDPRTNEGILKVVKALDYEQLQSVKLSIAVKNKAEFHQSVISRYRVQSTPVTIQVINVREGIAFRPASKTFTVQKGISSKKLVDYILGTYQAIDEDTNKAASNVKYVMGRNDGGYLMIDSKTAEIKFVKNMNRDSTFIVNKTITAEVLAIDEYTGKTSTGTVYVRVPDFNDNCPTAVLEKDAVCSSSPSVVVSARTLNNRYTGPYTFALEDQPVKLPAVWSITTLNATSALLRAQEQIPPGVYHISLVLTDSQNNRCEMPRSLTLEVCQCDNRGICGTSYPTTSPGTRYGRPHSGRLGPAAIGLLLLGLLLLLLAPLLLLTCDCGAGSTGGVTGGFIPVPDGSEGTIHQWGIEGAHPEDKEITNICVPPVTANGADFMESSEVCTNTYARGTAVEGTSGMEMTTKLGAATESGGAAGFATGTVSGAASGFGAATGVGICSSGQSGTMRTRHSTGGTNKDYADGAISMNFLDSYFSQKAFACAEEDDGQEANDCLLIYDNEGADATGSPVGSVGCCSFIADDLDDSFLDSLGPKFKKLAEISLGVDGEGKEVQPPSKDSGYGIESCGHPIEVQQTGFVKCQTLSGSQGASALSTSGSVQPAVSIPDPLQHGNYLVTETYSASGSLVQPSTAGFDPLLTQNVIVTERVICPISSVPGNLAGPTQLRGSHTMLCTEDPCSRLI
AddAB inh: less growth of phage-infected E. coli with AddAB. E. coli expressing H. pylori AddAB, absorbance growth. hit rate 0.29% among 330,000. inhibition, % at 11.9 µM; in the data active means inhibition above about 12%;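 further: 0% = vehicle wells of infected cells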
* = called active by the depositor; / = no result given.

Values run as follows: OPRM1-OPRD1 ag	phage Ecoli inh	PfHsp90 set2	Ecoli viability	PKA-R1A activ	Arr AP2 block	SUMO Mot1 rescue	Tat transport	OPRM1-OPRD1 inv	Pemphigus Ab inh	AddAB inh
O=C(CCCCCNC(=O)N1CCn2c1nc1ccccc12)NCc1ccc(Cl)cc1
 : /	1.4	-7	-2.0	-10	13	-4	4	/	100	0.5
COc1ccc(CN2C(=O)c3cccnc3C2=O)cc1S(=O)(=O)N1CCCC(C)C1 (stereo unspecified)
 : -3.3	-1.9	5	-1.6	4	1	-6	-2	17	/	0.7
CCN(CC)CCCN=C(C)C1=C(O)c2ccccc2C1=O
 : /	0.0	/	-0.2	/	-2	6	/	/	102	-1.3
O=C(c1ccccc1)N1CCN(c2n[nH]c(=O)[nH]c2=O)CC1
 : -2.3	2.5	-1	3.7	-20	2	/	-3	12	104	-0.7
CCC(C)c1ccc(NC(=O)c2c([N+](=O)[O-])cnn2CC)cc1 (stereo unspecified)
 : 7.4	4.0	14	/	-11	2	9	-7	-41	115	/
COC(=O)Cn1c(C)nc(=O)c(-c2ccccc2)c1C
 : -4.7	1.9	8	4.9	-8	7	-6	2	23	103	0.5
c1ccc(-c2ccccc2OCCCN2CCCCCC2)cc1
 : 0.6	4.5	18	0.3	-3	-1	142	-1	-4	97	5.9
CCc1cc(=O)oc2cc(OCC(=O)NCc3ccccn3)ccc12
 : -1.6	1.4	-21	-0.4	7	-14	8	-1	8	/	0.1
Cc1cc(C)c(C(=O)Nc2ccc(S(=O)(=O)Nc3onc(C)c3C)cc2)c(C)c1
 : -0.4	1.8	-25	-1.5	-8	-3	/	-5	2	110	3.6
COc1ccc2nc(C)c3c(c2c1)OC(C)C3 (stereo unspecified)
 : 0.6	3.0	-7	-0.9	-1	-7	-34	-7	-3	101	1.9
O=C(Nc1ccc(S(=O)(=O)C(F)F)cc1)c1ccc2c(=O)n3c(nc2c1)CCC3
 : 0.0	1.4	/	-0.4	5	6	3	15	0	100	0.7
CCSc1nnc(CNC(=O)c2ccccc2F)n1-c1ccccc1OC
 : -0.8	1.4	-6	-0.1	-1	-4	-18	-4	4	93	4.1
Cc1ccc(-c2cc(-c3ccccc3C)[nH]n2)c(O)c1
 : 11	4.6	-16	-1.9	-13	1	18	10	-51	101	1.4
COc1ccc(C(=O)O)cc1S(=O)(=O)Nc1ccccc1C(=O)NCc1ccc2c(c1)OCO2
 : -2.1	2.7	-14	0.2	-2	17	-6	-2	8	106	0.7
COc1cccc(-c2nnc(NC(=O)c3ccc(Cl)s3)o2)c1
 : 20*	-1.2	-11	0.0	6	5	-1	-16	-117	101	8.7
Cc1cccc(C)c1OCC(O)CN1CCc2ccccc2C1 (stereo unspecified)
 : 10	3.5	4	0.2	-6	19	2	6	-54	112	0.6
O=C(O)c1cccc(-n2c(/C=C/c3ccccc3)nc3ccccc3c2=O)c1
 : -1.3	2.6	-19	-2.4	-8	8	-2	15	6	104	-2.7
O=C(Nc1cc(Cl)ccc1Cl)C1Cc2ccccc2O/C1=N\O (stereo unspecified)
 : -0.5	2.1	-11	/	-3	-4	1	1	2	/	/
COc1ccc(N(CC(=O)Nc2ccc3c(c2)OCO3)S(=O)(=O)c2ccccc2)cc1
 : -4.7	2.3	7	-0.2	-6	7	204	22	22	102	3.3
Cc1cccc(C(=O)NC2CC3CCCC(C2)N3C(=O)Nc2ccccc2)c1 (stereo unspecified)
 : 0.6	-3.9	10	1.3	3	2	-26	-1	-4	/	3.6
COc1ccc(-c2csc(-c3ccc(O)cc3)n2)cc1
 : -0.1	3.4	-8	-2.2	-8	-19	/	-17	1	99	-0.8
CCCOC(=O)Nc1ccc(S(=O)(=O)Nn2cnnc2)cc1
 : 0.4	-1.1	10	0.8	-7	4	257	-6	-2	98	2.6
CN(C)/C(=C\C(=O)c1ccccc1)C(=O)c1ccccc1
 : -5.6	3.8	6	/	-1	11	/	-6	24	85	/
COc1ccc(NC(=O)c2cc(S(=O)(=O)Nc3ccc(OC)cc3)cs2)cc1
 : -1.3	1.1	14	4.1	5	-12	527*	13	7	98	4.5
C=CCn1c(SCC(=O)NCCC2=CCCCC2)nc2ccc(Cl)cc2c1=O
 : -0.9	0.3	6	1.7	-5	10	4	5	5	106	-0.1
CC(=O)c1ccc(OCCCC(=O)Nc2cccc(S(=O)(=O)N3CCCCC3)c2)cc1
 : -0.6	3.3	-31	-2.5	-2	27	11	11	3	96	0.9
CCOc1ccc(C2C(C(=O)OC)=C(C)N=C3SCCC(=O)N32)cc1OCC (stereo unspecified)
 : -1.4	2.7	-15	1.2	-7	4	14	-2	8	88	1.5
Cc1ccc(-c2ccc(=O)n(CCC(=O)N3CCN(c4cccc(C)c4)C(C)C3)n2)cc1 (stereo unspecified)
 : -3.3	0.9	3	-1.1	-9	25	-4	9	15	/	-2.4
CC1Cc2cc(/C(O)=C3/C(=O)C(=O)N(CCN4CCOCC4)C3c3ccc(C(C)C)cc3)ccc2O1 (stereo unspecified)
 : /	4.2	23	-1.5	/	-5	-9	-4	/	99	4.8
COC(=O)C1=C(CSc2nncn2C)NC(=O)NC1c1ccc(F)cc1 (stereo unspecified)
 : -1.8	0.6	8	-0.4	-4	25	7	-4	10	101	0.3
COc1ccccc1C(=O)COC(=O)CNS(=O)(=O)c1ccc(C)c(C)c1
 : -2.8	-1.1	-19	-0.1	-12	-8	-11	2	14	102	-1.0
COc1ccc(-c2c(C)n([O-])c3c([n+]2=O)CCCC3)c(OC)c1
 : 1.4	1.4	8	-0.5	4	12	-4	-12	-8	78	3.8
Cc1cc(SCC(=O)Nc2ncc(Cl)cc2Cl)nc2ccccc12
 : 0.9	-0.2	-8	-2.5	-4	1	76	-16	-5	96	-1.9
Cc1ccc(NC(=O)CN(C)C(=O)Cc2coc3cc(C)c(C)cc23)cc1
 : 2.1	6.3	8	/	-2	9	/	-6	-11	0	/
COCCn1c(N)c(C(=S)NC(=O)c2cccs2)c(=O)[nH]c1=O
 : -0.9	1.8	-6	1.5	5	-3	-21	1	5	97	4.8
CN(C)c1ccc(NC(=O)N2CCOCC2)cc1
 : -0.7	2.4	12	2.5	-19	34	-8	1	4	84	3.3
C=CC(=O)Oc1ccc(N2Cc3ccccc3C2=O)cc1
 : /	/	/	3.5	/	2	-13	/	/	111	6.6
COc1ccc(N2CCN(C(=O)c3ccc(Cn4c(=S)[nH]c5ccc(N6CCOCC6)cc5c4=O)cc3)CC2)cc1
 : 2.3	2.9	/	0.2	-5	-13	-5	2	-12	108	1.5
Cn1c(SCC2CCCO2)nnc1-c1ccc([N+](=O)[O-])cc1 (stereo unspecified)
 : -1.7	0.2	11	-1.2	9	-18	-12	-11	9	101	1.4
Cc1cccc(NC(=O)N2CCCc3ccccc32)c1C
 : -1.9	-0.1	-9	/	4	-19	10	4	10	98	/
COc1cc(CN2CCc3c([nH]c4ccccc34)C2)cc(OC)c1
 : -2.5	-1.8	-17	-0.9	-6	-7	7	12	13	160	1.6
Cc1cc2ccccc2n1CCNC(=O)Cc1cccc2ccccc12
 : -0.5	1.4	5	0.8	1	3	-2	-2	3	99	-0.9
CCCCn1c(=O)[nH]c(=O)c2c1nc(-c1ccc(OCCC)c(OCC)c1)n2C
 : -1.4	-0.8	-9	0.1	9	-10	106	-3	7	101	1.8
N#CCCn1c(SCC(=O)N2CCN(S(=O)(=O)c3ccccc3)CC2)nc2ccccc21
 : -1.1	-0.2	-14	-1.3	4	2	-14	3	6	99	2.2
Cc1oc(-c2cccs2)nc1CN1CCN(CCC(C)C)C(CCO)C1 (stereo unspecified)
 : -0.9	2.5	-6	1.0	2	-2	-5	1	7	106	2.1
COC(=O)c1sccc1NC(=O)c1ccc(C(C)C)cc1
 : -0.2	0.2	-7	0.0	-3	42	-7	-5	1	124	2.0
CCOC(=O)C1=C(COC(=O)[C@H](C)NS(=O)(=O)c2ccccc2F)NC(=O)NC1C (stereo partly specified)
 : -2.4	1.5	11	-2.3	2	-1	-3	9	9	104	0.8
O=C(O)c1cccc(COCC(F)(F)C(F)F)c1
 : -1.6	1.9	-4	-2.9	-7	-2	3	-3	8	105	2.4
CC1CCCN(CCCNC(=O)c2ccc(NC(=O)C3=CSCCO3)cc2)C1 (stereo unspecified)
 : -2.3	0.6	-28	-1.6	-4	16	101	-12	12	107	2.4
CCOC(=O)[C@H]1[C@H]2COc3ccc(Br)cc3[C@@H]2N2C(=O)CN(Cc3ccc(F)cc3)C(=O)[C@@]12C
 : 1.1	1.8	-34	2.2	2	2	11	10	-7	109	-0.7
COCC1CCCCN1Cc1cn[nH]c1-c1ccc2cc(OC)ccc2c1 (stereo unspecified)
 : 0.2	3.5	-14	0.0	3	8	-7	1	-2	106	2.0
O=C(NC(=S)N(Cc1ccccc1)c1ccccn1)C1CCCCC1
 : -1.4	-0.5	-17	-4.0	10	-12	4	-5	8	99	1.0
Cc1cccc[n+]1C1C(c2ccc([N+](=O)[O-])cc2)C(C#N)=C(C(=C=[N-])C#N)NC1(O)C1CC1 (stereo unspecified)
 : 2.5	3.4	-6	-1.3	-9	5	-3	0	-13	99	1.1
CC1(C)Cc2nc3sc(C(=O)NCCCO)c(N)c3cc2CO1
 : -1.6	-1.2	-4	0.8	7	9	6	2	8	/	2.9
Cc1ccc(/C=C2\S/C(=N/S(=O)(=O)c3cccs3)NC2=O)cc1
 : -2.2	2.5	-1	1.1	12	7	108	4	11	127	0.8
CC(C)CCNC(=O)CN(C(=O)Cn1nnc(-c2ccccc2F)n1)c1cccc2c1CCCC2
 : -1.1	0.7	/	2.4	-7	-6	10	8	5	110	1.0
NC(=O)c1sc2nc(-c3cccnc3)ccc2c1N
 : /	0.1	/	0.8	/	2	36	/	/	105	0.4
Cc1ccc(NC(=O)CN2C(=O)CSC2=O)cc1
 : -2.1	0.5	5	-1.3	2	2	5	-1	12	105	-1.8
COCCCNC(=S)N1CCN(c2ccccc2)CC1
 : -1.7	3.7	3	-1.5	2	2	16	2	9	109	-0.2
O=C1c2ccccc2S(=O)(=O)N1CC1CC(c2ccccc2)=NO1 (stereo unspecified)
 : -1.2	3.6	-6	-1.7	11	17	-3	-1	7	107	-3.4
COc1ccc2oc(=O)c(C(=O)N3CCN(c4ccccc4)CC3)cc2c1
 : -2.1	2.2	1	0.9	1	19	2	-11	12	101	0.8
COCCNC(=O)C(c1ccc(F)cc1)N(Cc1ccccc1)C(=O)CCC(=O)Nc1nccs1 (stereo unspecified)
 : -0.8	1.5	-5	-1.1	-3	-7	-7	2	5	93	1.5

Screening results (PubChem BioAssay)
